M4 antag = CHRM4 antagonism in calcium assay. CHO-hM4 cells, ACh EC80, Fluo-8 calcium fluorescence. inhibition, % at 3 µM. 0.73% of 360,000 active;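 active means inhibition above its plate's cutoff, the mean inhibition of sample wells plus 3 SD, cut at about 27% in these data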;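 further: 0% = acetylcholine EC80 with DMSO and 100% = DMSO without agonist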
Target sequence (P08173 whole entry, looked up): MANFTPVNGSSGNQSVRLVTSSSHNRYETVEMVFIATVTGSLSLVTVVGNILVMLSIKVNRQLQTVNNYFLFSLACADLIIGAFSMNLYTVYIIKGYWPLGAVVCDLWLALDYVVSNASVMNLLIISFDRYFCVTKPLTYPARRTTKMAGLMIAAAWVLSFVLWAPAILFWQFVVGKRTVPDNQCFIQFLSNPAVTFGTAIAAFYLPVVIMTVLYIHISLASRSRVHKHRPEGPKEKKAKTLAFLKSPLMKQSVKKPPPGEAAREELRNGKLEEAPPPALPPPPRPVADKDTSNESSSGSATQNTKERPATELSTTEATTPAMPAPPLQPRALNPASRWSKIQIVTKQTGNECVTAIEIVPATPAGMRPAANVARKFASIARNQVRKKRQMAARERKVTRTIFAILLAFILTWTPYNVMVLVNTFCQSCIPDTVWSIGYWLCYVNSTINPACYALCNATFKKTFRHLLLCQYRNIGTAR
CHRM5 agonist = CHRM5 agonism in calcium assay; P08912; CHO-K1 hM5 cells, Fluo-8 calcium fluorescence; 0% DMSO wells, 100% maximal acetylcholine response; activation, % at 3 µM; 0.19% of 360,000 active;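 active means activation above the run's mean over test compounds plus 3 SD, cut at about 23% in these data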;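 further: signal is peak over basal fluorescence ratio across the kinetic read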
Target sequence (P08912 whole entry, looked up): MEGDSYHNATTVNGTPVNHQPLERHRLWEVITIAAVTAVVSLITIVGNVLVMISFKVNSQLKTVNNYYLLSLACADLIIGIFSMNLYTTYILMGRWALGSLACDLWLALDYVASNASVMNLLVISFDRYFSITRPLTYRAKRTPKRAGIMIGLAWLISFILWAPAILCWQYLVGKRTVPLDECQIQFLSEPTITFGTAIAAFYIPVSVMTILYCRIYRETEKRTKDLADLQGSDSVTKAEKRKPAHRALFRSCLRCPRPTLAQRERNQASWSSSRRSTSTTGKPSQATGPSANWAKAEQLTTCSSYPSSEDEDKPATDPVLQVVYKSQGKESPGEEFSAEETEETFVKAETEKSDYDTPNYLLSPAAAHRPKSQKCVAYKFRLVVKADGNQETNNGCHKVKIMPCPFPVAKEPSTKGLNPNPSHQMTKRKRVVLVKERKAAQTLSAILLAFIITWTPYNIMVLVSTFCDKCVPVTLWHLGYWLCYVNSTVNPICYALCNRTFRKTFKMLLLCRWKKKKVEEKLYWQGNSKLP
CHRM5 PAM = CHRM5 positive allosteric modulation; 0.3% of 360,000 active; activation, % at 3 µM; P08912; CHO-K1 hM5, Fluo-8 calcium, ACh EC20 PAM; 0% = ACh EC20, 100% = ACh EC100; AID 624038;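 active means activation above the run cutoff, the mean activation of all test compounds plus 3 SD, cut at about 18% in these data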
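Test system: CHO-K1 hM5 cells / Doses: single-point, 3 µM nominal / Times: Post-acetylcholine fluorescence recording 140 s / Technique: Fluo-8 calcium fluorescence / Measure: Max/basal fluorescence ratio as % of EC20–EC100 ACh window / Benchmarks: low control EC20 acetylcholine (0%), high control EC100 acetylcholine (100%) / Replicates: one well per compound, no replicates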
CRFBP-R2 block = antagonists of CRF-binding protein/CRF-R2 receptor complex; HEK293 CRF-R2/CRF-BP, CRF-induced calcium fluorescence; inhibition, % at 11.8 µM; 0.59% of 350,000 active; AID 588475;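 active means inhibition of the ligand-induced calcium signal above about 50% at the single tested concentration, limit read from the data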
CHRM5 antagonist = CHRM5 antagonism in calcium assay; 0.59% of 360,000 active; CHO-hM5 cells, Fluo-8 calcium fluorescence, ACh EC80; inhibition, % at 3 µM; P08912;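 active means inhibition above a per-plate cutoff, the mean of that plate's test compounds plus 3 SD, cut at about 27% in these data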;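 further: 0% = acetylcholine EC80 with DMSO and 100% = DMSO without agonist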
M4 PAM = CHRM4 positive allosteric modulation | P08173 | 0.4% of 360,000 active | activation, % at 3 µM | CHO-K1 hM4/Gqi5, Fluo-8 calcium fluorescence, ACh EC20; 0% = ACh EC20, 100% = maximal ACh | AID 624126;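 active means activation above its plate's cutoff, the mean activation of sample wells plus 3 SD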; further: some results filed as inactive read as strong as hits
CHRM1 PAM = positive allosteric modulators of human M1 muscarinic receptor | 0.088% of 360,000 active | CHO-K1 hM1, Fluo-8 calcium fluorescence, ACh EC20; 0% = ACh EC20, 100% = maximal ACh | P11229 | activation, % at 3 µM | AID 588819; in the data active means activation above about 19%, passing the limit was not always enough
CRFR2-BP ag = agonists of human CRF-binding protein/CRF-R2 receptor complex; 0.46% of 350,000 active; HEK293 CRF-R2/CRF-BP, calcium dye fluorescence (FLIPR); percent of saturating CRF peptide response; activation, % at 13.2 µM;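 active means activation of at least 50%, plus an integration ratio under a set limit after plate pattern correction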;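 further: plate controls were neutral control wells without compound for no effect and CRF at EC100 for full effect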
M4 ag = agonists of human muscarinic M4 receptor (CHRM4); 0.14% of 360,000 active; CHO-K1 hM4/Gqi5, Fluo-8 calcium fluorescence; vehicle 0%, full acetylcholine response 100%; P08173; activation, % at 3 µM;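 active means activation above the run mean over all test wells plus 3 SD, cut at about 32% in these data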;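 further: peak over basal fluorescence ratio per well then scaled between controls; 0% = DMSO wells and 100% = acetylcholine at EC100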
The depositor's hits bear a star.

The opening two entries, to show the layout:
What do the screens show for `C=CCN(c1ccc(C(=O)Nc2ccc(C)cc2)cc1)S(C)(=O)=O`?
M4 antag: -4; CHRM5 agonist: -2; CHRM5 PAM: -1; CRFBP-R2 block: 21; CHRM5 antagonist: -5; M4 PAM: 4; CHRM1 PAM: -3; CRFR2-BP ag: 1.8; M4 ag: 3

Results for CC1CCCCN1C(=O)COc1ccc(F)cc1 (stereo not drawn) ?
M4 antag: -5; CHRM5 agonist: 0; CHRM5 PAM: 0; CRFBP-R2 block: 1; CHRM5 antagonist: -4; M4 PAM: -1; CHRM1 PAM: -10; CRFR2-BP ag: 3.2; M4 ag: 1

The whole of this part (from the top)
What do the screens show for `C=CCN(c1ccc(C(=O)Nc2ccc(C)cc2)cc1)S(C)(=O)=O`?
M4 antag: -4; CHRM5 agonist: -2; CHRM5 PAM: -1; CRFBP-R2 block: 21; CHRM5 antagonist: -5; M4 PAM: 4; CHRM1 PAM: -3; CRFR2-BP ag: 1.8; M4 ag: 3

Results for CC1CCCCN1C(=O)COc1ccc(F)cc1 (stereo not drawn) ?
M4 antag: -5; CHRM5 agonist: 0; CHRM5 PAM: 0; CRFBP-R2 block: 1; CHRM5 antagonist: -4; M4 PAM: -1; CHRM1 PAM: -10; CRFR2-BP ag: 3.2; M4 ag: 1

Results for O=C(Oc1ccc(-c2cnc3ccccc3n2)cc1)c1cccc([N+](=O)[O-])c1 ?
M4 antag: 4; CHRM5 agonist: -2; CHRM5 PAM: 0; CRFBP-R2 block: 20; CHRM5 antagonist: -6; M4 PAM: 5; CHRM1 PAM: 6; CRFR2-BP ag: 0.3; M4 ag: 0

What do the screens show for `Fc1ccc(C2=CSC3=NCCN23)cc1`?
M4 antag: 1; CHRM5 agonist: -7; CHRM5 PAM: 1; CRFBP-R2 block: -27; CHRM5 antagonist: -1; M4 PAM: -3; CHRM1 PAM: 1; CRFR2-BP ag: -3.0; M4 ag: 1

Results for COc1cccc(NC(=O)COC(=O)Cc2ccccc2[N+](=O)[O-])c1 ?
M4 antag: 2; CHRM5 agonist: 0; CHRM5 PAM: 2; CRFBP-R2 block: -4; CHRM5 antagonist: 2; M4 PAM: -2; CHRM1 PAM: -1; CRFR2-BP ag: -2.2; M4 ag: 2

Results for CCOc1cccc(/C=N/NC(=O)c2ccc3c(c2)OCCO3)c1O ?
M4 antag: -9; CHRM5 agonist: 2; CHRM5 PAM: -3; CRFBP-R2 block: -10; CHRM5 antagonist: -8; M4 PAM: -4; CHRM1 PAM: -4; CRFR2-BP ag: 0.2; M4 ag: 9

How did Cc1ccc(N2CC(C(=O)N3CCN(c4ccccn4)CC3)CC2=O)cc1 (stereo not drawn) do in these assays?
M4 antag: 7; CHRM5 agonist: 0; CHRM5 PAM: -1; CRFBP-R2 block: 1; CHRM5 antagonist: 0; M4 PAM: 11; CHRM1 PAM: 20; CRFR2-BP ag: -1.1; M4 ag: 1

What do the screens show for `Cc1cc(/C=C(/C#N)C(=O)Nc2ccc(Cl)cc2)c(C)n1-c1cccnc1`?
M4 antag: 7; CHRM5 agonist: 0; CHRM5 PAM: -1; CRFBP-R2 block: 1; CHRM5 antagonist: 5; M4 PAM: 0; CHRM1 PAM: 0; CRFR2-BP ag: 0.1; M4 ag: 7

How did CCC(=O)Nc1c(C#N)c2nc3ccccc3nc2n1-c1ccccc1C do in these assays?
M4 antag: 2; CHRM5 agonist: -7; CHRM5 PAM: -2; CRFBP-R2 block: 2; CHRM5 antagonist: 2; M4 PAM: 1; CHRM1 PAM: 7; CRFR2-BP ag: 1.4; M4 ag: 1

What do the screens show for `CC(C)(C)C(=O)Nc1nnc(SCC(=O)NC2CCCC2)s1`?
M4 antag: -1; CHRM5 agonist: -1; CHRM5 PAM: 2; CRFBP-R2 block: -13; CHRM5 antagonist: 7; M4 PAM: 5; CHRM1 PAM: 2; CRFR2-BP ag: -1.3; M4 ag: 1

What do the screens show for `CC(NCC(O)COc1ccc2ccccc2c1)c1ccccc1` (stereo not drawn)?
M4 antag: 1; CHRM5 agonist: 13; CHRM5 PAM: -1; CRFBP-R2 block: -20; CHRM5 antagonist: 10; M4 PAM: 3; CHRM1 PAM: 15; CRFR2-BP ag: 0.3; M4 ag: 29

How did CCOC(=O)C[C@H]1c2ccc(C(F)(F)F)cc2S(=O)(=O)N1C(C)(C)C do in these assays?
M4 antag: -11; CHRM5 agonist: -1; CHRM5 PAM: 10; CRFBP-R2 block: 5; CHRM5 antagonist: 7; M4 PAM: -2; CHRM1 PAM: 2; CRFR2-BP ag: -2.4; M4 ag: -1

Results for CS(=O)(=O)c1ccc(C(=O)OCC(=O)NNC(=O)COc2ccc(Cl)cc2)cc1 ?
M4 antag: -6; CHRM5 agonist: 0; CHRM5 PAM: 2; CRFBP-R2 block: 7; CHRM5 antagonist: -5; M4 PAM: 6; CHRM1 PAM: -2; CRFR2-BP ag: 0.3; M4 ag: 0

Results for COc1cc2c(cc1OC)CN(C(=O)COc1ccccc1C#N)CC2 ?
M4 antag: 8; CHRM5 agonist: -5; CHRM5 PAM: 1; CRFBP-R2 block: -8; CHRM5 antagonist: -1; M4 PAM: -3; CHRM1 PAM: 4; CRFR2-BP ag: 0.5; M4 ag: 1

What do the screens show for `CNC(=S)Nc1sc2c(c1C(=O)OC)CCC2`?
M4 antag: 3; CHRM5 agonist: 1; CHRM5 PAM: 9; CRFBP-R2 block: -7; CHRM5 antagonist: 4; M4 PAM: 5; CHRM1 PAM: 2; CRFR2-BP ag: -0.6; M4 ag: 0

Results for CCCCCCCCS(=O)C1CS(=O)(=O)CC1O (stereo not drawn) ?
M4 antag: 5; CHRM5 agonist: -1; CHRM5 PAM: 2; CRFBP-R2 block: 3; CHRM5 antagonist: 12; M4 PAM: -4; CHRM1 PAM: 5; CRFR2-BP ag: -0.6; M4 ag: 1

Results for O=C(O)C(=Cc1cc2c(cc1[N+](=O)[O-])OCO2)c1cc2c(cc1Br)OCO2 ?
M4 antag: -6; CHRM5 agonist: 0; CHRM5 PAM: -1; CRFBP-R2 block: 20; CHRM5 antagonist: 9; M4 PAM: 6; CHRM1 PAM: 11; CRFR2-BP ag: 2.0; M4 ag: 1

How did O=C(Nc1ccccc1)c1cnc2ccccc2n1 do in these assays?
M4 antag: -9; CHRM5 agonist: -2; CHRM5 PAM: -11; CRFBP-R2 block: 6; CHRM5 antagonist: 12; M4 PAM: 4; CHRM1 PAM: 9; CRFR2-BP ag: -1.2; M4 ag: 2

How did O=S(c1ccccc1)c1ccccc1 do in these assays?
M4 antag: 2; CHRM5 agonist: -2; CHRM5 PAM: 7; CRFBP-R2 block: 8; CHRM5 antagonist: 2; M4 PAM: 5; CHRM1 PAM: 14; CRFR2-BP ag: -1.4; M4 ag: 0

What do the screens show for `COCCCNC(=O)c1ccc2c(=O)n(Cc3ccc(Cl)cc3)c(=S)[nH]c2c1`?
M4 antag: -4; CHRM5 agonist: 0; CHRM5 PAM: 2; CRFBP-R2 block: 3; CHRM5 antagonist: 0; M4 PAM: -8; CHRM1 PAM: 10; CRFR2-BP ag: -0.4; M4 ag: 1

How did NC1=NC(c2ccc([N+](=O)[O-])cc2)N(c2ccc(F)cc2)C(N)=N1 (stereo not drawn) do in these assays?
M4 antag: -11; CHRM5 agonist: -5; CHRM5 PAM: 9; CRFBP-R2 block: 5; CHRM5 antagonist: -1; M4 PAM: 8; CHRM1 PAM: 7; CRFR2-BP ag: 3.2; M4 ag: 3

What do the screens show for `Cc1ccc(C(=O)CC2SC(N)=NC2=O)cc1` (stereo not drawn)?
M4 antag: 11; CHRM5 agonist: 0; CHRM5 PAM: 0; CRFBP-R2 block: -6; CHRM5 antagonist: 3; M4 PAM: -6; CHRM1 PAM: 4; CRFR2-BP ag: 0.0; M4 ag: 2

How did COc1ccc(N2CC(C(=O)Nc3ccc(S(=O)(=O)N4CCCC4)cc3)CC2=O)cc1 (stereo not drawn) do in these assays?
M4 antag: -3; CHRM5 agonist: -3; CHRM5 PAM: 2; CRFBP-R2 block: 1; CHRM5 antagonist: 1; M4 PAM: 1; CHRM1 PAM: 3; CRFR2-BP ag: 0.1; M4 ag: 1

What do the screens show for `CC(=O)c1ccc(S(=O)(=O)N2CCN(CC(=O)Nc3ccnn3C3CCCC3)CC2)cc1`?
M4 antag: 2; CHRM5 agonist: 2; CHRM5 PAM: 6; CRFBP-R2 block: -1; CHRM5 antagonist: 6; M4 PAM: 5; CHRM1 PAM: 15; CRFR2-BP ag: -1.6; M4 ag: 5

Results for O=C(NCc1ccccc1)C1=C[C@H](C2CCCCC2)C[C@H](OCCCCO)O1 ?
M4 antag: -10; CHRM5 agonist: -3; CHRM5 PAM: 6; CRFBP-R2 block: -7; CHRM5 antagonist: 0; M4 PAM: 23; CHRM1 PAM: 16; CRFR2-BP ag: -0.6; M4 ag: 2

Results for COC(=O)c1ccc(CN2C(=O)C(C)N(C(=O)c3c(F)cccc3F)c3ccccc32)cc1 (stereo not drawn) ?
M4 antag: -2; CHRM5 agonist: -5; CHRM5 PAM: -10; CRFBP-R2 block: 58*; CHRM5 antagonist: 3; M4 PAM: -4; CHRM1 PAM: 0; CRFR2-BP ag: -1.4; M4 ag: 3

Results for O=C(CCn1cncn1)N1CCN(S(=O)(=O)c2ccc(Cl)cc2)CC1 ?
M4 antag: 7; CHRM5 agonist: -3; CHRM5 PAM: -1; CRFBP-R2 block: 8; CHRM5 antagonist: 14; M4 PAM: -4; CHRM1 PAM: 13; CRFR2-BP ag: -0.3; M4 ag: 0

What do the screens show for `Cc1nc(-c2cc(-c3ccc(Cl)cc3)no2)cs1`?
M4 antag: 0; CHRM5 agonist: 0; CHRM5 PAM: 4; CRFBP-R2 block: 7; CHRM5 antagonist: 2; M4 PAM: 1; CHRM1 PAM: -5; CRFR2-BP ag: -1.4; M4 ag: 1

Results for O=C(NCCOc1ccccc1F)c1cc([N+](=O)[O-])ccc1N1CCOCC1 ?
M4 antag: -10; CHRM5 agonist: 0; CHRM5 PAM: 4; CRFBP-R2 block: 6; CHRM5 antagonist: -5; M4 PAM: 0; CHRM1 PAM: 8; CRFR2-BP ag: -0.6; M4 ag: 10

What do the screens show for `CN(C(=O)C1CCCO1)c1nnc(-c2cnccn2)s1` (stereo not drawn)?
M4 antag: 2; CHRM5 agonist: -6; CHRM5 PAM: -2; CRFBP-R2 block: 14; CHRM5 antagonist: 4; M4 PAM: 2; CHRM1 PAM: -4; CRFR2-BP ag: -0.8; M4 ag: 0

Results for C[N+](C)(C)CCCCCCC(=O)/C=N/O ?
M4 antag: 3; CHRM5 agonist: 15; CHRM5 PAM: -6; CRFBP-R2 block: -2; CHRM5 antagonist: 11; M4 PAM: -6; CHRM1 PAM: -11; CRFR2-BP ag: 0.6; M4 ag: 0

What do the screens show for `O=S1(=O)C=C(SCc2ccccc2)Nc2ccccc21`?
M4 antag: -4; CHRM5 agonist: 2; CHRM5 PAM: -2; CRFBP-R2 block: 6; CHRM5 antagonist: -1; M4 PAM: 0; CHRM1 PAM: 7; CRFR2-BP ag: -4.3; M4 ag: 5

What do the screens show for `CCn1nc(C)c(CN2CCN(Cc3cccc(OC)c3)C(CCO)C2)c1C` (stereo not drawn)?
M4 antag: -11; CHRM5 agonist: -2; CHRM5 PAM: 0; CRFBP-R2 block: 3; CHRM5 antagonist: 0; M4 PAM: -14; CHRM1 PAM: 0; CRFR2-BP ag: -0.6; M4 ag: 0

Results for Cc1ccc2cc3c(NC(=O)C(C)C)nn(C)c3nc2c1 ?
M4 antag: 0; CHRM5 agonist: 0; CHRM5 PAM: 3; CRFBP-R2 block: -2; CHRM5 antagonist: 1; M4 PAM: 2; CHRM1 PAM: -9; CRFR2-BP ag: -0.2; M4 ag: 1
